Screens from PubChem.
DSG3 Ab inh = human desmoglein-3 autoantibody binding inhibition | P32926 | binding (percent of control), % at 10 µM | DSG3-coupled beads, scFv-anti-DSG3-GFP binding, flow cytometry; active compounds read low | actives 0.48% (n = 310,000);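 active = binding more than 3 SD below its plate's average and above zero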;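 also: hits lower antibody fragment binding to DSG3; some compounds called inactive have numbers as strong as hits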
Target sequence (P32926 whole entry, looked up, the tested form may be a part): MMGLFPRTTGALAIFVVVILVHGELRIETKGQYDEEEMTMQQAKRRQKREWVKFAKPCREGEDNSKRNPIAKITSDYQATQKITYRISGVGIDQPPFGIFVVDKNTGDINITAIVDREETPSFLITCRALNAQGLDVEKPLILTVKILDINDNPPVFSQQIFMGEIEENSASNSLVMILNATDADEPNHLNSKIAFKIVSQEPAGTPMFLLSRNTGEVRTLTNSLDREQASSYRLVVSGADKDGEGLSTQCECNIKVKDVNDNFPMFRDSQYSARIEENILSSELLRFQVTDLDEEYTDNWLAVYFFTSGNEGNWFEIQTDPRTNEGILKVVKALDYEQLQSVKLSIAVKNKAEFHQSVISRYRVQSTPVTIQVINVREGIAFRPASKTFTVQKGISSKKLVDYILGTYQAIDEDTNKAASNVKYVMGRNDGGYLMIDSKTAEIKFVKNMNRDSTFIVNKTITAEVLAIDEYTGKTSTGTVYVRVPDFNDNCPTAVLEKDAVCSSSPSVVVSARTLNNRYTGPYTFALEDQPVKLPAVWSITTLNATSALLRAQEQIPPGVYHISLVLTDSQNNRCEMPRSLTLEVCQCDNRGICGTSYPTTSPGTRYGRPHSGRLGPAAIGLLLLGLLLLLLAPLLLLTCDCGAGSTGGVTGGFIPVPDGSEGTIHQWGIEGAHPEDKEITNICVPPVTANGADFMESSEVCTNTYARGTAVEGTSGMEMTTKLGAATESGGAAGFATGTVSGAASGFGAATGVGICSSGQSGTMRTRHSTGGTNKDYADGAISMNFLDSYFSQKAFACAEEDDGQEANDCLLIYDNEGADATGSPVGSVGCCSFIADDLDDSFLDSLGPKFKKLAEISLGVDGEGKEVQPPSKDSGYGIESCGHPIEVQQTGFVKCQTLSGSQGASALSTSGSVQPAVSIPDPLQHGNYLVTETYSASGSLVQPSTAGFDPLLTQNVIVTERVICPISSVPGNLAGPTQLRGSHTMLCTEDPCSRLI
V-ATPase pHluor = alters yeast V-ATPase proton transport. S. cerevisiae, pHLuorin cytosolic pH fluorescence. response, % at 10 µM. actives 0.37% (n = 350,000). AID 504577; in the data active = response mostly above about 7.3%, no sharp cut-off; inactive = mostly below about 5.4%; also: actives read high; inactives centre near 0; some compounds called inactive have numbers as strong as hits; reference of the scale not given here
Arrestin-AP2 inh = human beta-arrestin and AP2 interaction inhibition; inhibition, % at 10 µM; actives 0.31% (n = 340,000); FITC-arrestin peptide / GST-AP2 beads, flow cytometry; AP2 beta2 appendage carries R879A mutation;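 active = inhibition above a set limit, near 3 SD of compounds lacking own fluorescence, cut at about 54% in these data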;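 also: plate controls were DMSO wells for no effect and 5 µM unlabelled arrestin peptide for full effect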
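System: GST-tagged AP2 beta2-adaptin appendage (R879A) on 4 µm glutathione beads / Reagent: FITC-arrestin peptide, 50 nM / Detection: HyperCyt-sampled flow cytometry, FL1 channel, ex 488/em 535 nm / Timing: 12 min plus 1 h, RT / Buffer or medium: PBS plus Tween 20 (0.05%) and BSA (0.1%)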
* = called active by the depositor.

DSG3 Ab inh	V-ATPase pHluor	Arrestin-AP2 inh	compound
93	1	34	Nc1ncnc(SCc2c(F)cccc2Cl)n1
102	-1	10	Fc1ccc(COc2cccc3cccnc23)cc1
100	2	6	COc1cc(/C=N/NC(=O)c2ccc(CSc3nc4ccccc4[nH]3)cc2)ccc1O
103	-1	-7	Cc1c(C(c2ccc(O)cc2)c2c(C)n(C)n(-c3ccccc3)c2=O)c(=O)n(-c2ccccc2)n1C
104	-1	1	CCOc1ccc(NC(=O)C2CC3CCC2C3)cc1 (stereo not given)
113	1	5	Clc1ccc(-c2nnc(-c3cccc4ccccc34)o2)cc1Cl
96	-3	6	Cn1c(=N)n(CC(=O)c2ccccc2)c2ccccc21
99	3	-14	NNC(=O)c1csc(-c2ncc(C(F)(F)F)cc2Cl)n1
94	1	-7	O=C(CN1c2ccccc2Sc2ccccc21)N/N=C/c1ccc(Cl)cc1
104	6	-7	O=C1c2ccccc2CSc2c(O)cccc21
101	0	-6	COc1ccc(C(=O)NCC(C)NC(=O)c2ccc(OC)c(Br)c2)cc1Br (stereo not given)
97	2	38	CC(=O)N(CCC(c1ccco1)C(C)C)Cc1ccc(Cl)cc1 (stereo not given)
108	-6	-9	Cc1cccc(C(=O)NC(C)C2CC3CCC2C3)c1 (stereo not given)
100	-1	14	Cc1cc(C(=O)NCCC2=CCCCC2)ccc1[N+](=O)[O-]
98	-5	-15	COc1cccc(OC)c1C(=O)NNC(=O)c1cccnc1

Reprinted at random: five entries already listed, in no set order.
DSG3 Ab inh	V-ATPase pHluor	Arrestin-AP2 inh	compound
100	2	6	COc1cc(/C=N/NC(=O)c2ccc(CSc3nc4ccccc4[nH]3)cc2)ccc1O
98	-5	-15	COc1cccc(OC)c1C(=O)NNC(=O)c1cccnc1
99	3	-14	NNC(=O)c1csc(-c2ncc(C(F)(F)F)cc2Cl)n1
103	-1	-7	Cc1c(C(c2ccc(O)cc2)c2c(C)n(C)n(-c3ccccc3)c2=O)c(=O)n(-c2ccccc2)n1C
113	1	5	Clc1ccc(-c2nnc(-c3cccc4ccccc34)o2)cc1Cl

A second format for 3 compounds above.
Compound	DSG3 Ab inh	V-ATPase pHluor	Arrestin-AP2 inh
Fc1ccc(COc2cccc3cccnc23)cc1	102	-1	10
COc1cc(/C=N/NC(=O)c2ccc(CSc3nc4ccccc4[nH]3)cc2)ccc1O	100	2	6
Cc1c(C(c2ccc(O)cc2)c2c(C)n(C)n(-c3ccccc3)c2=O)c(=O)n(-c2ccccc2)n1C	103	-1	-7

Following part:
DSG3 Ab inh	V-ATPase pHluor	Arrestin-AP2 inh	compound
97	-2	19	CN(C)S(=O)(=O)c1cccc(NC(=O)CN2C(=O)NC(Cc3c[nH]c4ccccc34)C2=O)c1 (stereo not given)
114	0	16	C=C(C)CN1C(=O)C(=O)N(CC(=C)C)C1=O
105	2	37	COc1ccc([N+](=O)[O-])cc1C(=O)NC1CCN(Cc2ccccc2)CC1
114	2	-15	CN1C(=O)c2cccc3c(Br)ccc(c23)C1=O
95	-2	-22	O=C(Nc1ccc(Cl)cc1)c1ccc(-c2ccccn2)s1
101	-4	-4	CCOC(=O)c1cc(/C(C)=N/OC(=O)c2ccc(Cl)cc2)on1
113	2	2	COc1cc2c(cc1OC)C(C)N(CCc1ccc(Cl)cc1)CC2 (stereo not given)
94	1	9	COc1ccccc1-c1cc2nc(C)cc(C)n2n1
110	1	6	N#Cc1nc(-c2cccc3ccccc23)oc1NCC1CCCO1 (stereo not given)
112	3	12	Cc1cc(N/N=C/c2ccc(F)cc2)nc(NCc2ccccc2)n1
113	-3	-14	O=C(O)C(F)=C1c2ccccc2-c2ccccc21
100	4	6	O=C(Nc1ccc2c(c1)CCC2)c1cccc(OC(F)F)c1
103	0	10	COc1ccccc1NC(=O)Cn1nnc2sc3c(c2c1=O)CC(C)(C)OC3
103	-3	41	CN1CCN(Cc2nc3ccccc3c(=O)n2Cc2nc(-c3cccc([N+](=O)[O-])c3)cs2)CC1
100	1	-29	CC(=O)c1sc(-c2ccccc2)cc1N

An excerpt from further up, for reference:
DSG3 Ab inh	V-ATPase pHluor	Arrestin-AP2 inh	compound
96	-3	6	Cn1c(=N)n(CC(=O)c2ccccc2)c2ccccc21
99	3	-14	NNC(=O)c1csc(-c2ncc(C(F)(F)F)cc2Cl)n1
94	1	-7	O=C(CN1c2ccccc2Sc2ccccc21)N/N=C/c1ccc(Cl)cc1

Continuation.
DSG3 Ab inh	V-ATPase pHluor	Arrestin-AP2 inh	compound
99	-2	9	Cc1ccc(-n2c(CSc3nc(C)cc(C)n3)n[nH]c2=S)cc1
105	-1	2	CCOC(=O)c1cnc2c(C(=O)OCC)cnn2c1N
91	3	-14	CC(=O)Nc1cc[n+](CC(=O)c2ccc(Cl)cc2)cc1
94	8	21	Cc1nc(-c2cccnc2)sc1C(=O)N/N=C/c1ccccc1Cl
102	0	13	N#CC1=C(N)Oc2nc[nH]c(=O)c2C1c1cccs1 (stereo not given)
110	2	7	N#CCC(=O)N1CCN(Cc2ccc3c(c2)OCO3)CC1
101	-2	3	Cc1ccc(N2C(=O)CS(=O)(=O)CC2=O)cc1
94	0	-4	CCOC(=O)c1csc(-c2ccc3c(c2)CCO3)n1
104	0	-21	O=C1Nc2ccc(Cl)cc2C(=O)C1(F)c1ccccc1 (stereo not given)
101	3	6	O=C(c1[nH]ncc1-c1ccc(Cl)cc1)C1CO1 (stereo not given)
101	-1	-5	CCC(C(=O)NC1CCCCC1)N(Cc1cccs1)C(=O)c1snc(C(N)=O)c1N (stereo not given)
89	-5	6	COC(=O)c1sc(N(C)C)c(C#N)c1-c1ccccc1
105	1	6	COC(=O)CNC(=O)c1ccc(F)cc1
110	-3	12	C=CCNC(=O)C1CC1(c1cccc(C)c1)c1cccc(C)c1 (stereo not given)
95	1	-19	CCOc1cc(CNCCO)ccc1OCC(=O)NC(C)(C)C
101	-1	2	O=C(O)c1ccc(Sc2ccccn2)c([N+](=O)[O-])c1
104	-2	0	COc1ccccc1NC(=O)c1ccc([N+](=O)[O-])o1
94	1	-7	CN1N=C(C(C)(C)C)CC1=O
99	4	3	COC(=O)/C=C/c1sc2nc(C)cc(C)c2c1N=CN(C)C
112	-1	-19	S=c1[nH]nc(-c2ccccc2Cl)n1/N=C/C=C/c1ccco1
103	-5	2	CC(=O)c1nn(-c2ccc(Cl)cc2)cc1C(=O)c1ccc(C)cc1
95	3	32	N/C(=N\OC(=O)Nc1cccc(C(F)(F)F)c1)c1ccno1
100	1	3	COc1cc(C(=O)NC(=S)Nc2ccc3c(c2)OCO3)cc(OC)c1OC
93	5	0	Cc1c(Cl)c([N+](=O)[O-])nn1Cc1ccc(C(=O)NN)o1
98	1	26	COc1ccc(CN2C(=O)CS/C2=N/N=C/c2ccccc2)cc1
104	-2	-7	Cc1cc(C)n2nc(C(=O)N/N=C/C=C/c3ccccc3)nc2n1
99	1	0	C=CCN1C(=O)/C(=C/C(=O)OC)S/C1=N\NC(=O)c1ccccc1
25*	-1	33	O=C(NC(=S)NCc1ccccc1)C1CC1
100	-1	-3	CCCOc1ccc(N2C(=O)CC(N(CCc3ccc(OC)cc3)C(=O)/C=C/C(=O)O)C2=O)cc1 (stereo not given)
102	-6	38	Cc1ccccc1OCC(=O)Nc1cc(S(=O)(=O)N2CCCCC2)ccc1N1CCN(C)CC1
102	-4	34	Cc1cccc(Nc2c3c(nc4ccccc24)CCC3)c1
105	2	21	CCOc1ccc(C(=O)C(C)=O)c(OCC)c1
92	-87	11	Cc1n[nH]c(=S)n1/N=C/c1ccc(-c2ccc(Cl)cc2)o1
95	0	-14	O=C(O)CCCN=Cc1c(O)c2ccccc2oc1=O
107	0	-6	Cn1cc(C(=O)N/N=C/c2ccc(Br)c([N+](=O)[O-])c2)c2ccccc21
107	1	14	Cc1c(Cc2ccccc2)c(NCCCO)n2c(nc3ccccc32)c1C#N
97	-4	-10	Cn1cnc([N+](=O)[O-])c1Sc1ccc(C(C)(C)C)cc1
101	3	1	COc1ccc(NS(=O)(=O)c2ccc(NC(C)=O)cc2)nn1
102	1	9	N#C/C(=N\Nc1ccc(F)cc1)C(=O)C1CC1
91	1	21	O=C(O)CC(NC(=O)c1ccc2c(c1)OCO2)c1cccc([N+](=O)[O-])c1 (stereo not given)
104	1	-6	Cc1cccnc1Oc1ncccc1N
98	3	1	COC(=O)C1(C(C[N+](=O)[O-])c2ccco2)C(=O)NCC1c1ccccc1 (stereo not given)
98	0	-3	Clc1ccc(-c2nnnn2-c2ccc(Cl)cc2)cc1
101	-1	-6	CC(C)CC1c2[nH]c3ccccc3c2CCN1CCCn1cccn1 (stereo not given)
94	0	-2	CN(C)c1ccc(C(=O)NCc2ccc3c(c2)CCO3)cc1
97	3	4	CC(C)(C)c1ccc(/C=C2/SC(N3CCCC3)=NC2=O)cc1
99	0	1	C=CCOC(=O)C1=C(C)NC(=S)C(C#N)(CC=C)C1c1ccccc1Cl (stereo not given)
121	-2	20	O=C(c1ccccc1Cl)N1CCN(c2ncccn2)CC1
90	-6	-7	S=C(NC1CCCCC1)NC1CC2C=CC1C2 (stereo not given)
98	3	5	O=C(Sc1ccccc1)c1cccc(Cn2cc(C(F)(F)F)ccc2=O)c1
110	2	-20	CCCc1cnc(N2CCN(S(=O)(=O)c3cccs3)CC2)nc1
100	-3	24	CCC(C(=O)c1ccccc1)P(=O)(NN)c1ccccc1 (stereo not given)
93	2	6	COc1ccc(C(=O)COc2ccc(C)cc2NC(C)=O)cc1
97	-2	-9	Cc1ccc(/C=N\NC(=O)Cc2cccn2C)o1
101	3	14	CC1=C(C(=O)OCC2CCCO2)C(c2ccc(Cl)c(Cl)c2)NC(=O)N1 (stereo not given)
100	-2	-2	Cc1cc(NC(=O)CN2CCOCC2)n(-c2ccccc2)n1
97	-2	10	Cc1ccc(-c2cc(Cc3ccccc3)c(=O)[nH]n2)cc1
100	-1	8	COc1ccccc1CN1C2CCCC1CC(NC(=O)/C=C/c1ccccc1)C2 (stereo not given)
103	-2	-1	CCC1CCC2(CC1)SCC(=O)N2c1ccccc1 (stereo not given)
108	-3	-4	Nn1c(SCc2ccccc2F)nnc1-c1ccncc1

Carrying on.
DSG3 Ab inh	V-ATPase pHluor	Arrestin-AP2 inh	compound
97	-5	39	CSc1nc2ccc(NS(=O)(=O)c3ccc([N+](=O)[O-])cc3)cc2s1
102	0	9	CCCCC(=O)Nc1ccc(NC(=S)NC(=O)c2ccco2)cc1OC
105	3	4	Nc1nc2c(s1)CCCCCCCCCC2
107	4	-5	O=C(N/N=C/c1c(Cl)[nH]c2ccccc12)c1ccc2c(c1)OCCO2
99	-4	-12	S=C(NNC(=S)NC1CC2C=CC1C2)NC1CC2C=CC1C2 (stereo not given)
104	-1	-3	COc1ccc(NC(=O)C2CC(=O)N/C(=N/N=C/c3ccco3)S2)cc1 (stereo not given)
103	7	12	O=C1c2ccccc2NC(c2ccc(Br)s2)N1O (stereo not given)
104	0	41	CCCN1C(=O)N(c2cccc(C)c2)C(C)(O)CC1(C)C (stereo not given)
98	1	-13	COc1cccc(C(=O)N=c2sc3cc(S(C)(=O)=O)ccc3n2C)c1
108	3	14	Cc1ccccc1N=Nc1c(O)[nH]c2ccccc12
101	2	74*	Cc1nc(C)c(C(=O)O)c(-c2cccs2)c1C(=O)O
64*	-4	36	Cc1onc(-c2c(F)cccc2Cl)c1C(=O)c1ccc(F)cc1
109	-1	5	Cc1nc(Cl)c2c(n1)NC(=O)CO2
97	5	-28	O=c1c2c3c(sc2n2c(=S)[nH]nc2n1-c1ccccc1)CCC3
102	2	20	CCOC1=C/C(=C/c2c(N)n3nc(-c4ccccc4)sc3nc2=O)C=CC1=O

Structural class: those above with an aryl thioether with sulfur outside any ring (7)
DSG3 Ab inh	V-ATPase pHluor	Arrestin-AP2 inh	compound
93	1	34	Nc1ncnc(SCc2c(F)cccc2Cl)n1
100	2	6	COc1cc(/C=N/NC(=O)c2ccc(CSc3nc4ccccc4[nH]3)cc2)ccc1O
99	-2	9	Cc1ccc(-n2c(CSc3nc(C)cc(C)n3)n[nH]c2=S)cc1
101	-1	2	O=C(O)c1ccc(Sc2ccccn2)c([N+](=O)[O-])c1
97	-4	-10	Cn1cnc([N+](=O)[O-])c1Sc1ccc(C(C)(C)C)cc1
108	-3	-4	Nn1c(SCc2ccccc2F)nnc1-c1ccncc1
97	-5	39	CSc1nc2ccc(NS(=O)(=O)c3ccc([N+](=O)[O-])cc3)cc2s1

New compounds follow
DSG3 Ab inh	V-ATPase pHluor	Arrestin-AP2 inh	compound
101	11	2	N#C/C(=C\c1cccs1)C(=O)c1ccccc1Cl
100	0	-6	CCOC(=O)c1cc(NC(=O)Nc2ccccc2Cl)c(C)nc1C
93	1	30	CCC(C)(C)NC(=O)Cc1ccc(F)cc1
100	6	15	Oc1c(/C=C/C=C/C=Nc2ccccc2)sc(=S)n1Cc1ccccc1
98	0	6	Cc1cc(Nc2ccc(Cl)cc2)nc(N2CCOCC2)n1

This is a subset. The share of hits here may be higher or lower than overall.
